High-throughput results (PubChem)
T cell modulator: modulators of CD8 T cell-vesicle binding, primary screen, mouse 2C CD8+ T cells, flow cytometry; 2C CD8+ T cell-vesicle binding; hits give low values; calls only at 7 µM; 0.068% of 330,000 active;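 active = response, share of CD8 T cells binding vesicles, and their 90th percentile fluorescence all below set limits, cut at about 80% in these data, passing the limit was not always enough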
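material = purified 2C TCR transgenic mouse naive CD8+ T cells | controls = Unloaded micro-vesicles (low), QL9 vesicles with 0.7% DMSO (high) | detection = cytometric PE anti-B7-1 and Alexa647 anti-CD8 signals after 1% paraformaldehyde fixation | incubation = binding step 1.5 h, 37 °C, antibody labelling 20 min, ice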
MT stabilize HCS: microtubule stabilizers in HeLa cells, primary screen, imaging, high-content imaging | % tubulin-high responders, % at 10 µM | HeLa tubulin immunostaining HCS, 24 h; share of cells brighter than vehicle mean+2SD | AID 2205, 2009 | 0.83% of 200,000 active;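 active = plate Z-score above 3 for both tubulin-high and condensed-nucleus cell shares, with cell loss under 80%, at 10 µM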;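 also: anti alpha tubulin signal scored within the nucleus-defined area of each cell; some results filed as inactive read as strong as hits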
Ins promoter up: insulin promoter activators in MIN6 cells, imaging, high-content screening, mouse beta cells | MIN6 insulin promoter-GFP reporter; hits give high values | z-score at 5 µM | 0.3% of 190,000 active | AID 1625, 2009;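 active = z-score above 3 at 5 µM with at least 500 cells counted in the well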
Hep lipid drop: inhibitors of hepatocyte lipid droplet formation, primary screen, imaging, high-throughput imaging, BODIPY stain; inhibition, % at 6.5 µM; AML12 mouse hepatocytes, oleate lipid droplets; 0.4% of 240,000 active; AID 1656, 2009;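 active = lipid droplet intensity inhibited by at least 50%, with more than 500 cells counted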
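Test system: AML12 hepatocytes (mouse); reagent: oleate loading, 100 µM; dosing: one dose, 6.5 µM compound; incubation: overnight exposure; signal: fluorescence imaging, 20x objective, two fields per well; read-out basis: % inhibition of corrected integrated BODIPY droplet signal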
Dynein cargo inh: inhibitors of GR-EGFP nuclear translocation, primary screen, dynein cargo transport inhibitor project, imaging, high-content, 3617.4 mouse cells; test concentration mostly 20 µM; stimulated with dexamethasone, 1 µM; hits give low values; z-score, hits read low; 0.47% of 220,000 active; AID 1381, 2008;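 active = plate z-score of nuclear minus cytoplasmic receptor signal below a set negative limit, without overly bright fluorescence or cell loss, cut at about -3.5 in these data, passing the limit was not always enough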;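 also: z-score of nuclear minus cytoplasmic ring GR-EGFP intensity difference per well; some compounds called inactive have numbers as strong as hits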
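Buffer or medium: tet-free, stripped-serum medium; Also added: dexamethasone, 1.0 µM final; Technique: high-content fluorescence imaging after fixation; Times: 48 h induction, 1 h compound, 30 min dex at 37 °C; Read-out: per-cell GR-EGFP intensity, nucleus versus surrounding cytoplasmic ring, well-averaged.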
Autophagy HCS: autophagy modulators in MEF cells, primary screen, imaging, high-content, MEF GFP-LC3; 0.98% of 190,000 active; MEF GFP-LC3 puncta imaging; test concentration mostly 10 µM; calls only at 10 µM (by protocol);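 active = percentage of spot-positive cells more than 3 SD above its plate mean, without a fluorescence outlier flag or 80% toxicity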;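 also: spot-positive cell cutoff set from DMSO-treated cells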
b-catenin transl: modulators of beta-catenin nuclear translocation, primary screen, imaging, HeLa cells, immunofluorescence, high-content; nuclear translocation activity, % at 5 µM; 0.3% of 190,000 active;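 active = nuclear translocation activity above 50% at 5 µM, with a well cell count of 50 or more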;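 also: per-cell ratio of nuclear to cytoplasmic median beta-catenin stain intensity; plate controls were DMSO negative control for no effect and GSK-3 inhibitor IX positive control for full effect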
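Test system: human HeLa cell line; Doses: 5 µM primary, 0.02–20 µM confirmation; Incubation: 24 h compound exposure, 37°C; Detection: beta-catenin immunofluorescence imaging with DAPI; Read-out: beta-catenin nuclear/cytoplasmic ratio, % activation.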
ER stress rescue: rescue of cells from ER stress-induced death, primary screen, 384-well, CSM14.1, thapsigargin, ATP luminescence (AID 1222); cellular ATP content (survival), % at 20 µM, or EC50 in µM where a hit was titrated; CSM14.1 thapsigargin-induced death rescue, ATP luminescence; higher % means a stronger effect; 190,000 tested, under 10 active;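 active = EC50 below 50 µM in the dose-response confirmation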;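 also: death triggered by thapsigargin at about 15 µM added after 2 h compound pretreatment; cell ATP read after overnight thapsigargin exposure of roughly 18 to 22 hours; normalized against plate controls of thapsigargin alone and 5% DMSO vehicle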
PhoP inhibition: inhibitors of PhoP regulon expression, primary screen, Salmonella Typhimurium, GFP reporter (AID 1863); inhibition, % at 50 µM; hits with a dose series show IC50 in µM; S. Typhimurium PhoP-regulated promoter GFP reporter, 4 h; higher % means a stronger effect; 0.16% of 300,000 active;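 active = inhibition over 29.93%, a cutoff 3 SD above the screen mean, later confirmed by dose response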;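 also: 0% = low Mg2+ inducing control and 100% = high Mg2+ repressing control; strong numbers were not always called active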
Dynein cargo inh cytoplasmic EGFP: further read-out of Dynein cargo inh, marked with its call; z-score; measured here: cytoplasmic GR-EGFP intensity; hits give high values
Dynein cargo inh nuclear GR-EGFP: second read-out of Dynein cargo inh, no call of its own (marks repeat the call); z-score; measured here: nuclear GR-EGFP intensity;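 lower value marks the stronger effect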
Dynein cargo inh cell count: also measured in Dynein cargo inh; calls as there; z-score; measured here: cell count per field
Ins promoter up cell count: further read-out of Ins promoter up, marked with its call; cell count; measured here: cytotoxicity, nuclei count;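 total cells summed across four imaged fields per well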
Hep lipid drop cells 6.5 µM: further read-out of Hep lipid drop, marked with its call; cell count; measured here: cell count, cytotoxicity flag;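 cells counted across two imaged fields per well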
b-catenin transl cell count 5 µM: second read-out of b-catenin transl, no call of its own (marks repeat the call); cell count; measured here: cell count, cytotoxicity flag
T cell modulator vesicle-bound %: also measured in T cell modulator; calls as there; double positive events, %; measured here: CD8+ vesicle-bound cell fraction;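 binding gate set so that unloaded-vesicle control wells show 10% double positive cells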
MT stabilize HCS Hoechst-high %: second read-out of MT stabilize HCS, no call of its own (marks repeat the call); % Hoechst-high responders; measured here: nuclear condensation Hoechst responders;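 share of cells brighter than vehicle mean plus two SD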
MT stabilize HCS cytotoxicity %: second read-out of MT stabilize HCS, no call of its own (marks repeat the call); toxicity, %; measured here: cytotoxicity by cell density;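 0% = mean cell density of plate MIN control wells and 100% = no cells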
Autophagy HCS cell loss 18 h: second read-out of Autophagy HCS, no call of its own (marks repeat the call); toxicity, %; measured here: cell loss, nuclei count;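 cell loss after 18 h compound exposure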
* = called active by the depositor; i = inactive; . = no result given.

#1 Cc1c(NC(=O)C(C)OC(=O)COc2cccc3c2OC(C)(C)C3)c(=O)n(-c2ccccc2)n1C (stereo unspecified)
#2 COc1ccc2nc(SCC(=O)Nc3ccccc3C)[nH]c2c1
#3 O=C(CSc1nncn1-c1cccnc1)N1CCOCC1
#4 O=C(Nc1cccc(F)c1)N1C2CCC1CC(O)(c1cccnc1)C2 (stereo unspecified)
#5 COc1ccc(C(=O)COC(=O)c2ccccc2NS(=O)(=O)c2ccc(O)c([N+](=O)[O-])c2)cc1
#6 Cc1ccc(C)c(-n2cc(CNC(C)Cn3cncn3)c(-c3ccccc3)n2)c1 (stereo unspecified)
#7 O=C(Cc1cn2ccsc2n1)Nc1ccccc1Oc1ccccc1
#8 Cc1cc(C)cc(NC(=O)N2c3ccccc3NC(=O)CC2C)c1 (stereo unspecified)
entry no.	1	2	3	4	5	6	7	8
T cell modulator	i	i	i	i	i	i	i	i
T cell modulator vesicle-bound %	20	17	58	16	52	33	28	16
MT stabilize HCS	2.6	3.0	3.6	2.9	.	.	1.7	.
MT stabilize HCS Hoechst-high %	1.6	2.0	2.2	2.8	.	.	3.1	.
MT stabilize HCS cytotoxicity %	6.9	1.4	3.2	4.2	.	.	16	.
Ins promoter up	-0.08	0.36	0.32	1.8	-0.99	-0.24	-0.41	-0.02
Ins promoter up cell count	1293	1396	1371	1566	1394	1097	1422	1448
Hep lipid drop	-4	.	-2	6	2	-2	.	.
Hep lipid drop cells 6.5 µM	529	.	722	760	670	744	.	.
Dynein cargo inh	0.59	0.029	-0.21	1	-0.84	-0.33	1.7	-0.44
Dynein cargo inh cytoplasmic EGFP	-0.26	-0.4	-0.29	-0.11	-0.16	-0.19	-0.19	-0.21
Dynein cargo inh nuclear GR-EGFP	-0.47	0.15	-0.14	0.98	-0.46	-0.13	1	-0.44
Dynein cargo inh cell count	0.32	0.009	-0.2	-1.9	0.46	-1.5	-1.2	0.76
Autophagy HCS	i	i	i	i	.	.	i	.
Autophagy HCS cell loss 18 h	5	6	10	3	.	.	19	.
b-catenin transl	.	1.5	.	1.8	0.7	-0.7	0.6	0.1
b-catenin transl cell count 5 µM	.	1409	.	848	1051	1213	1096	1247
ER stress rescue	.	0.9%	0.8%	1.9%	.	.	0.0%	.
PhoP inhibition	-11%	2%	1%	-4%	-10%	-10%	35%	-10%

#9 Cc1ccc(-c2csc(N3CCC(C(N)=O)(N4CCCCC4)CC3)n2)cc1
#10 O=c1cc(O)c2sc(Nc3ccc(Cl)c(F)c3)nc2[nH]1
#11 COc1cc(CCC(=O)OCC(=O)Nc2cccc(S(N)(=O)=O)c2)cc(OC)c1OC
#12 CCOC(=O)N1CCC(NC(=O)C2CCCN(c3nc4ccccc4o3)C2)CC1 (stereo unspecified)
#13 CC(=O)c1sc(-c2ccc(F)cc2F)nc1C
#14 O=C(O)CCC1(c2ccccc2)NC(=O)NC1=O (stereo unspecified)
#15 c1ccc(CN2CCOCCOCCOCCOCCOCCOCC2)cc1
#16 Cc1ccc(/C(N)=N/OC(=O)C23CC4CC(CC(C4)C2)C3)cc1
entry no.	9	10	11	12	13	14	15	16
T cell modulator	i	i	i	i	i	i	i	i
T cell modulator vesicle-bound %	30	22	46	26	31	34	59	4
MT stabilize HCS	2.5	.	5.9	5.3	.	.	4.3	2.5
MT stabilize HCS Hoechst-high %	5.2	.	2.2	3.5	.	.	2.5	2.2
MT stabilize HCS cytotoxicity %	12	.	8.1	12	.	.	8.2	8.9
Ins promoter up	-1.3	0.39	-0.02	-0.21	-0.77	-0.28	-0.39	-0.71
Ins promoter up cell count	1017	996	1387	1677	1083	1171	900	1850
Hep lipid drop	.	-3	8	.	10	6	15	5
Hep lipid drop cells 6.5 µM	.	698	645	.	611	712	699	662
Dynein cargo inh	-0.34	2	-0.99	2.9	-0.63	-0.46	-0.22	-0.43
Dynein cargo inh cytoplasmic EGFP	-0.16	0.5	-0.32	-0.15	-0.27	-0.24	-0.29	-0.18
Dynein cargo inh nuclear GR-EGFP	-0.17	2	-0.72	1.9	-0.19	-0.22	0.0036	0.23
Dynein cargo inh cell count	-0.031	-1.6	0.59	-3	0.5	-0.0057	0.47	0.2
Autophagy HCS	i	.	i	i	.	.	i	i
Autophagy HCS cell loss 18 h	8	.	-5	16	.	.	1	-31
b-catenin transl	.	-1.4	-4.2	0.3	0.6	0.5	-2.2	0.2
b-catenin transl cell count 5 µM	.	1341	590	1294	1298	1273	1123	1127
ER stress rescue	0.4%	.	-5.1%	1.5%	.	.	0.1%	-0.2%
PhoP inhibition	9%	-7%	-12%	2%	-11%	-11%	-6%	-2%

Compounds from the list above that contain an aryl thioether with sulfur outside any ring, in the order listed:
#2 COc1ccc2nc(SCC(=O)Nc3ccccc3C)[nH]c2c1
#3 O=C(CSc1nncn1-c1cccnc1)N1CCOCC1
entry no.	2	3
T cell modulator	i	i
T cell modulator vesicle-bound %	17	58
MT stabilize HCS	3.0	3.6
MT stabilize HCS Hoechst-high %	2.0	2.2
MT stabilize HCS cytotoxicity %	1.4	3.2
Ins promoter up	0.36	0.32
Ins promoter up cell count	1396	1371
Hep lipid drop	.	-2
Hep lipid drop cells 6.5 µM	.	722
Dynein cargo inh	0.029	-0.21
Dynein cargo inh cytoplasmic EGFP	-0.4	-0.29
Dynein cargo inh nuclear GR-EGFP	0.15	-0.14
Dynein cargo inh cell count	0.009	-0.2
Autophagy HCS	i	i
Autophagy HCS cell loss 18 h	6	10
b-catenin transl	1.5	.
b-catenin transl cell count 5 µM	1409	.
ER stress rescue	0.9%	0.8%
PhoP inhibition	2%	1%

Later entries.
#17 O=C(O)/C=C/C(=O)Nc1ccc(C(=O)c2ccccc2)cc1
#18 Cc1cc(C)c(S(C)(=O)=O)c(N(C)NC(=O)c2c(F)cccc2F)n1
#19 Cc1ccc(S(=O)(=O)/N=C(/NC(=S)Nc2ccccc2)c2ccccc2)cc1
#20 CC1(C)CC(CC(=O)O)(c2ccccc2)CCO1 (stereo unspecified)
#21 O=C(CCCn1c(=S)[nH]c2ccccc2c1=O)N1CCCCC1
#22 CCCC(C)n1[nH]c(=O)c2c(C)cc(C)nc21 (stereo unspecified)
#23 O=C(O)CN1C(=O)Nc2ccc(Br)cc2C1c1ccccc1 (stereo unspecified)
#24 COc1ccc(-c2cc(C(F)(F)F)nc(SCC(=O)Nc3cc(C)on3)n2)cc1
#25 CC(=O)c1c(C)[nH]c(C(=O)NC(C)c2ccccc2)c1C (stereo unspecified)
#26 CN(C)S(=O)(=O)c1cccc(C(=O)NCC2CCCO2)c1 (stereo unspecified)
entry no.	17	18	19	20	21	22	23	24	25	26
T cell modulator	i	i	i	i	i	i	i	i	i	i
T cell modulator vesicle-bound %	21	8	57	32	25	42	28	51	36	43
MT stabilize HCS	2.2	3.9	2.2	2.2	2.9	2.6	2.2	3.5	4.0	2.8
MT stabilize HCS Hoechst-high %	1.9	1.4	1.5	2.3	1.9	2.3	2.6	2.4	2.3	1.7
MT stabilize HCS cytotoxicity %	4.9	5.4	8.9	10	8.7	4.9	8.7	3.8	2.9	5.3
Ins promoter up	0.41	-0.27	0.67	0.41	0.44	-0.1	0.32	-0.55	-0.38	0.78
Ins promoter up cell count	1526	1341	877	1022	2013	1261	1115	1290	1302	1245
Hep lipid drop	10	-9	15	.	1	-14	.	-21	2	9
Hep lipid drop cells 6.5 µM	718	709	827	.	591	698	.	685	721	775
Dynein cargo inh	-0.94	-0.56	0.4	-0.14	0.81	0.54	-1.2	-0.36	0.25	0.056
Dynein cargo inh cytoplasmic EGFP	4.5	-0.29	-0.29	-0.18	-0.1	0.34	-0.26	-0.06	-0.33	-0.15
Dynein cargo inh nuclear GR-EGFP	0.3	-0.79	0.25	-0.012	-0.46	1.2	-0.31	-0.17	0.48	-0.58
Dynein cargo inh cell count	-0.93	0.78	0.17	0.46	-0.19	-0.58	1.3	1	0.09	-0.6
Autophagy HCS	i	i	i	i	i	i	i	i	i	i
Autophagy HCS cell loss 18 h	8	1	-1	-10	2	7	-15	-5	-8	-10
b-catenin transl	0.3	0.2	-0.4	1.7	-1.4	1.8	-0.5	.	-0.4	.
b-catenin transl cell count 5 µM	1510	1084	1147	777	1095	980	1143	.	1085	.
ER stress rescue	-1.3%	-0.8%	-4.8%	1.8%	-2.3%	-0.9%	-0.9%	-1.8%	-0.6%	-0.3%
PhoP inhibition	10%	7%	2%	-3%	-1%	-3%	-3%	-2%	2%	-3%
